RECQ1 inh = qHTS Assay for Inhibitors of RecQ-Like Dna Helicase 1 (RECQ1) | ATP-dependent DNA helicase Q1 (Homo sapiens), P46063 | RECQ1 DNA unwinding, red fluorescence kinetic read | Potency, µM (highest dose often 57.3 µM), without a hit: at the top dose activity, negative = inhibition, most hits filed as inhibitors | 0.54% of 240,000 active;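 note: plate controls were vehicle for no effect and no enzyme for full effect; nearly all actives have a fitted effect of over 30% in size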
Target sequence (P46063 whole entry, looked up): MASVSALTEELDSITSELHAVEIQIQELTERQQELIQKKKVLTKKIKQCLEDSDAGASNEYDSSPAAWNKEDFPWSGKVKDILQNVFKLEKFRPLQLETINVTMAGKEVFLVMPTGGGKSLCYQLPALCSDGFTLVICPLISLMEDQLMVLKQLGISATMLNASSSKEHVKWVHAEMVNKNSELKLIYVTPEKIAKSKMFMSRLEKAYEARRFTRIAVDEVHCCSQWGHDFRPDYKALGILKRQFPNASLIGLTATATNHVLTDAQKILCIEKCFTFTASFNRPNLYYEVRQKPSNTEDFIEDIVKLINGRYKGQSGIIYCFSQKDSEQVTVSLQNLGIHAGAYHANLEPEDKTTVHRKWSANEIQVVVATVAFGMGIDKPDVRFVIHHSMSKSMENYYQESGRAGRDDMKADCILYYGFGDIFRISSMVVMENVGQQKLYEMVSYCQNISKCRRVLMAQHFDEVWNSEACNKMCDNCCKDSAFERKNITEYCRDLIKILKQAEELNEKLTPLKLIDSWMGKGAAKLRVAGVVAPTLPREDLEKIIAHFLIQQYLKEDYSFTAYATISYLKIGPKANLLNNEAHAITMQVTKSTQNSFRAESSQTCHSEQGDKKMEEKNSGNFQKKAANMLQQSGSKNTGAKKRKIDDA
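RECQ1T1 50 nM; forked duplex (20 bp + 30-nt ss tails) 200 nM, ATP 2 mM final; pH 8.0, 2 mM MgCl2, 2.5 ug/ml poly(dI-dC); 15 min compound preincubation; discontinuous kinetic read over 2 h at RT.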
SMN2 splice up = qHTS Assay for Enhancers of SMN2 Splice Variant Expression. Potency, µM (top dose mostly 46.1 µM), inactives show at the highest dose activity change, positive = activation, hits mostly activators. HEK293 SMN2-luciferase splicing reporter, luminescence, 30-36 h. AID 1458, 2008. 2.8% of 210,000 active; note: % of control where 0% means no effect; nearly all actives have a fitted effect of over 55% in size
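HEK293 cells carry an SMN2 minigene-luciferase reporter in which exon 7 inclusion puts luciferase in frame. Cells were seeded at 2000 cells/well, attached for 10-12 hours, then exposed to compounds for 30-36 hours at 37C before ONE-Glo luminescence.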
Lamin A splicing = qHTS Assay for Modulators of Lamin A Splicing | Potency, µM (highest dose often 46.1 µM), inactives show top-dose ratio change, negative = inhibition, usual class: inhibitors | AID 1487, 2009 | 0.01% of 200,000 active | HeLa LMNA splicing GFP/RFP minigene ratio, 48 h; active = well fitted inhibition curve with a large enough effect in the signal ratio, with a control signal flat, not every such curve was filed as active; inconclusive = small, poorly fitted or top-dose-only effect, or effect the other way, or a change in a side signal; the % refers to the signal ratio; note: % is set by controls: 0 for no effect and ±100 for the full control effect
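S3 HeLa cells stably expressing lamin A-EGFP splicing minigene plus DsRed2, 600 cells/well, 48 h compound exposure at 37C. Laser-scanning cytometry; analysed as GFP (500-530 nm)/RFP (575-640 nm) total intensity ratio; 0.5% DMSO vehicle.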
ALDH1A1 inh = qHTS Assay for Inhibitors of Aldehyde Dehydrogenase 1 (ALDH1A1); Purified ALDH1A1, NADH fluorescence, propionaldehyde substrate; Aldehyde dehydrogenase 1A1 (Homo sapiens), P00352; 7.3% of 220,000 active; Potency, µM (series often up to 75.3 µM), for the others: at the highest dose activity, negative = inhibition, most hits filed as inhibitors; active = well fitted inhibition curve with a large enough effect, not every such curve was filed as active; inconclusive = small, poorly fitted or top-dose-only effect, or another doubt; inactive = no such curve, though single readings can be large or run the other way;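 note: plate controls were no enzyme wells and a reference inhibitor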
GoLoco inh red = qHTS Assay for Inhibitors of RGS12 GoLoco Motif Activity (Red Fluorophore) | 0.44% of 230,000 active | Potency, µM (highest dose often 61.6 µM), inactives show at the highest dose activity, negative = inhibition, hits mostly inhibitors | Gai1:RGS12 GoLoco peptide FP, rhodamine, 10 min | AID 880, 2007; active = well fitted inhibition curve with a large enough effect, not every such curve was filed as active; inactive = no such curve, though single readings can be large or run the other way; note: % is set by controls: 0 for no effect and ±100 for the full control effect; nearly all actives have a fitted effect of over 30% in size; many of its hits are not listed in these tables
JMJD2E inh = qHTS Assay for Inhibitors of Human Jumonji Domain Containing 2E (JMJD2E). JMJD2E catalytic domain, FDH-coupled NADH fluorescence (FDH is formaldehyde dehydrogenase). Potency, µM (highest dose often 57.1 µM), for the others: at the highest dose activity change, negative = inhibition, actives largely listed as inhibitors. 1.6% of 230,000 active. AID 2147, 2009; active = well fitted inhibition curve with a large enough effect, not every such curve was filed as active; inconclusive = small, poorly fitted or top-dose-only effect, or another doubt; inactive = no such curve, though single readings can be large or run the other way;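 note: 0% = wells with enzyme and -100% = buffer wells without enzyme; nearly all actives have a fitted effect of over 50% in size; many of its hits are not listed in these tables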
TexasRed fluor = Total Fluorescence Counterscreen for Inhibitors of the Interaction of Thyroid Hormone Receptor and Steroid Receptor Coregulator 2. TRb/SRC2 Texas Red total fluorescence interference. Potency, µM (titrated, usually from 106 µM), without a hit: at the top dose fluorescence change, negative = quenching. 0.29% of 280,000 active; active = well fitted curve in either direction with a large enough effect; inconclusive = small, poorly fitted or top-dose-only effect; note: % is set by controls: 0 for no effect and ±100 for the full control effect
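Human TRb ligand-binding domain at 0.6 uM with 20 nM Texas Red SRC2 peptide in Tris buffer containing 1 uM T3 and 5% DMSO, incubated with compound 5 h at ambient temperature. Total fluorescence (555/632 nm) calculated as parallel + 2 × perpendicular.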
TRb-SRC2 inh = qHTS for Inhibitors of the Interaction of Thyroid Hormone Receptor and Steroid Receptor Coregulator 2; AID 1469, 2008; 0.065% of 280,000 active; TRbeta-SRC2 peptide binding, fluorescence polarization; receptor liganded with 1 µM T3; Potency, µM (titrated, usually from 106 µM), without a hit: at the highest dose activity change, negative = inhibition, actives largely listed as inhibitors; Thyroid hormone receptor beta (Homo sapiens), P10828;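 note: plate controls were bound peptide for no effect and peptide without receptor for full effect; nearly all actives have a fitted effect of over 50% in size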
Target sequence (P10828 whole entry, looked up): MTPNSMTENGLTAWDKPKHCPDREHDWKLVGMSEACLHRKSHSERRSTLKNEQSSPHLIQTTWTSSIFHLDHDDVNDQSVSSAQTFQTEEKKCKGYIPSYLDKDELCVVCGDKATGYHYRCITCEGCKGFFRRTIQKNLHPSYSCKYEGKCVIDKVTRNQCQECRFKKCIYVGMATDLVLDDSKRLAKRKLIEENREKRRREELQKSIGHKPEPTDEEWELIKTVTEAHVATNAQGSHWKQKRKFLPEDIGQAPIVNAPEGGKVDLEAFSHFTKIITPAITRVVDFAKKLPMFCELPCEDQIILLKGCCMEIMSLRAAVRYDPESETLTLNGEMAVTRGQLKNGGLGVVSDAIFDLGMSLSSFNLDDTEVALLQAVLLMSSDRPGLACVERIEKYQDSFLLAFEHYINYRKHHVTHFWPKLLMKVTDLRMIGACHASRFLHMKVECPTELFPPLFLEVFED
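Fluorescence polarization of 20 nM Texas Red SRC2 peptide (20-aa NR interaction domain) bound to 0.6 uM human TRb ligand-binding domain, with 1 uM T3, after 5 hr at ambient temperature; inhibition seen as decreased polarization.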
The depositor's hits bear a star; i = inactive; ? = inconclusive; / = no result given; & = joins results of further samples; [ ] = dose if it differs, or a comment. Unless noted, calls come from the whole dose curve; as a rule, active = well fitted curve in the direction sought with a large enough effect; inconclusive = small, poorly fitted or top-dose-only effect, or another doubt; inactive = no such curve, though single readings can be large; an effect the other way counts as inactive or inconclusive. Potency is the fitted concentration of half-maximal effect. These rows are one share of the data; rates above refer to the full screens.

SMILES	RECQ1 inh	SMN2 splice up	Lamin A splicing	ALDH1A1 inh	GoLoco inh red	JMJD2E inh	TexasRed fluor	TRb-SRC2 inh
CCCCCNC(=O)c1c[nH]c2ccc(S(=O)(=O)N3CCC4(CC3)OCCO4)cc2c1=O	-7%	-16%	-7%	-14%	-1%	-5%	-2%	5%
CC(C)(C)n1nc2c(c1NC(=O)c1ccc(S(=O)(=O)N3CCCCC3)cc1)CS(=O)C2 (stereo not drawn)	-4%	-4%	1%	25µM*	-7%	4%	2%	-1%
COc1ccccc1NC(=O)NCc1ccccc1F	i	/	?	11%	-11%	6%	1%	1%
CC(C)(C)C(=O)Nc1nc(-c2ccccc2)ns1	-2%	1.6µM*	?	2%	9%	13%	-2%	-18%
Cc1nc2c(C)cccn2c1/C(O)=C1\C(=O)C(=O)N(CCN(C)C)C1c1ccncc1 (stereo not drawn)	-9%	2%	0%	1%	3%	-5%	-2%	-5%
COc1ccc(C2c3ccc(O)cc3Oc3ncn(CCCO)c(=N)c32)cc1 (stereo not drawn)	19%	/	/	/	15%	11%	-2%	-4%
CCCSc1nnc2n(N)c(=O)c3ccccc3n12	-15%	-16%	4%	-12%	12%	1%	-1%	-7%
COCCNC(=O)COc1ccc(C)c(C)c1	i	-18%	-3%	2%	2%	8%	0%	-16%
CC1CC(NC(=O)c2ncn[nH]2)CC(C)(C)C1 (stereo not drawn)	-2%	-7%	15%	-1%	2%	4%	-5%	-2%
Cc1cc(=O)n2nc(-c3ccccc3)sc2c1C#N	-1%	14%	-3%	?	5%	9%	-1%	5%
CN(C)S(=O)(=O)c1ccc(/C(O)=C2/C(=O)C(=O)N(Cc3cccnc3)C2c2ccco2)cc1 (stereo not drawn)	-14%	15%	2%	?	-9%	-17%	-3%	9%
C=CCn1c(SCc2cc(C(C)=O)ccc2OCC)nc2ccccc2c1=O	-9%	-15%	?	2.2µM*	8%	-14%	4%	3%
CC(C(=O)N1CCCCC1)n1sc2ccccc2c1=O (stereo not drawn)	-8%	?	-8%	3%	-5%	5%	2%	0%
Cc1cc(NC(=O)COc2ncnc3sc(C)c(C)c23)no1	0%	-4%	11%	7%	5%	-4%	-2%	0%
CCCOP(=O)(c1ccc(N(C)C)cc1)C(O)c1ccccc1OC (stereo not drawn)	-19%	-24%	6%	3%	5%	-2%	4%	5%
Cn1c(=O)c2c(nc(N3CCN(c4ccccn4)CC3)n2Cc2ccccc2Cl)n(C)c1=O	-5%	-37%[inhibitor]	4%	1.1µM*	11%	6%	0%	-12%
O=C(C(=S)N1CCOCC1)c1c[nH]c2ccccc12	i	11%	/	3.2µM*	-25%	-5%	0%	-1%
CCOC(=O)N1CCN(C(=O)CSc2nnc(CNC(=O)c3c(F)cccc3Cl)o2)CC1	-9%	-6%	8%	2%	-1%	-2%	1%	-2%
Cc1ccc(NC(=S)NCc2ccccc2)cc1S(=O)(=O)N1CCCCC1	-18%	-32%[inhibitor]	/	?	-2%	-2%	0%	-1%
Cc1noc(C)c1COC(=O)CCCNC(=O)c1ccc(Cl)cc1	1%	-33%[inhibitor]	16%[46 µM]	7%	2%	10%	-4%	-3%
COC(=O)CSc1nnc(-c2ccncc2)n1N	-5%	-7%	?	11%	5%	6%	-2%	-11%
O=C(Nc1nc2ccccc2n1CCN1CCCCC1)c1ccc(Cl)cc1	-8%	7%	6%	7%	-10%	-25%	-4%	1%
CCCOc1ccc(N2C(=O)CC(N3CCN(c4nc5ccccc5s4)CC3)C2=O)cc1 (stereo not drawn)	-3%	-16%	-19%	14µM*	-18%	-7%	-8%	-11%
O=C(O)CCCC(=O)OCCCCc1cccs1	-1%	10%	4%	12%	7%	-1%	0%	-3%
CS(=O)(=O)N(Cc1ccco1)Cc1ccccc1Cl	i	19%	-1%	-5%	-3%	3%	-2%	-10%
New compounds follow
SMILES	RECQ1 inh	SMN2 splice up	Lamin A splicing	ALDH1A1 inh	GoLoco inh red	JMJD2E inh	TexasRed fluor	TRb-SRC2 inh
Cc1ccc(S(=O)(=O)Oc2ccccc2/C=N/N=C(N)N)cc1	9%	-20%	-27%[46 µM]	-10%	10%	-7%	0%	-8%
CCOC(=O)C(NCCc1ccccc1)(NC(C)=O)C(F)(F)F (stereo not drawn)	-5%	1%	-17%	9%	2%	-2%	?	2%
CCNC(=S)N/N=C/c1cc(Br)cc(Br)c1OC	0%	18%	-5%	1%	2%	0%	-1%	-11%
NC1(C(=O)O)CC(C(=O)O)C1 (stereo not drawn)	-7%&-4%	-9%&-4%&22%	/	6%&-14%&-3%	3%&-22%&4%&8%	?	-2%&-23%&-1%&-1%	-5%&-10%&-3%&3%
CC(C)(C)SCCNC(=O)CN1C(=O)c2ccccc2S1(=O)=O	-1%	-3%	-14%	9%	-2%	-2%	-2%	2%
CC(=O)Nc1sc(N/N=C\c2ccc(O)cc2)nc1-c1cccs1	i	/	/	/	3%	-10%	0%	2%
COc1ccc(C2C(C#N)=C(N)Oc3cc(C)n(Cc4ccco4)c(=O)c32)cc1 (stereo not drawn)	-15%	4%	-2%	?	6%	7%	-1%	3%
COC(=O)CSc1nnc(COc2ccc([N+](=O)[O-])cc2)n1C	i	8%	/	-1%	-14%	-8%	-1%	-3%
CCCN(CCC)c1nc(C)cc(C(C#N)c2nc3ccccc3o2)n1 (stereo not drawn)	-1%	1%	-11%	16%	8%	10%	-1%	0%
COc1ccccc1N1CCN(/N=C/c2cccc(O)c2)CC1	i	6%	-12%[46 µM]	?	16%	3%	-1%	-7%
CCn1ncc(C2=NOC(C(=O)NCC(C)C)C2)c1C (stereo not drawn)	i	-16%	21%	15%	4%	2%	1%	-4%
CCC1(CC)C(=O)NC(=O)NC1=Nc1cccc(OC)c1	0%	2%	0%	9%	1%	0%	-3%	-14%
CO/N=C(/CNC(=O)c1cccc(Cl)c1)c1ccc(Cl)cc1	-1%	-8%	17%	16%	3%	4%	-1%	0%
COc1ccc(NC(=O)c2cc3c(=O)n(C)c4ccccc4c3n2C)cc1Cl	-5%	/	/	/	-1%	?	-2%	0%
O=C(O)c1cccc(COc2ccc3c(c2)CCC3)c1	1%	/	/	/	-13%	11%	-2%	9%
Cc1cccc(N2CCN(Cc3cn(C)nc3-c3ccccc3F)CC2)n1	6%	/	12%[46 µM]	-6%	-13%	-3%	1%	6%
CCOCCCNC(=O)CN1C(=O)CSc2ccccc21	-13%	4%	?	11%	-6%	-3%	-3%	6%
CC(C)N(Cc1nc(-c2ccccc2)no1)C(=O)C1CCCCC1	-6%	-19%	6%	1%	-13%	3%	-3%	-3%
Cc1ccc(/C(N)=N/OC(=O)c2cccc(F)c2)cc1	11%	/	-4%	?	/	1%	-2%	1%
O=C(Nc1ccccc1)c1ccc(S(=O)(=O)NCc2ccco2)cc1	-1%	12%	-19%	43%[activator]	-2%	3%	-1%	-9%
CCC(=O)c1ccc(OCC(=O)NC2(C#N)CCCCC2)cc1	-3%	-19%	14%[46 µM]	-1%	-3%	5%	0%	2%
COC(=O)c1cc(C(C)=O)n2ccccc12	-15%	12%	-2%	6%	2%	-4%	1%	0%
COC(=O)CNS(=O)(=O)c1ccc(Cc2ccc(S(=O)(=O)NCC(=O)OC)cc2)cc1	-9%	?	15%	?	-18%	?	-3%	5%
O=C(CSc1ncn[nH]1)Nc1ccccc1-c1ccccc1	-4%	-5%	21%	?	-5%	1%	-2%	-15%
COc1ccc(C2C3=C(CC(C)(C)CC3=O)Nc3cc4c(cc32)OCO4)cc1 (stereo not drawn)	-17%	8%	?	?	10%	?	0%	-2%
The list goes on:
SMILES	RECQ1 inh	SMN2 splice up	Lamin A splicing	ALDH1A1 inh	GoLoco inh red	JMJD2E inh	TexasRed fluor	TRb-SRC2 inh
COCCN(C(=O)CSc1nnc(Nc2ccc(C)cc2)s1)c1c(N)n(CC(C)C)c(=O)[nH]c1=O	-6%	12%	-7%[46 µM]	-9%	-7%	-12%	-2%	2%
Cc1ccc(OCC(=O)N/N=C/c2ccc3c(c2)OCO3)cc1C	i	-14%	?	3%	-2%	?	0%	-1%
CC(C)CC(=O)NCCCN1CCN(CCCNC(=O)CC(C)C)CC1	3%	-39%[inhibitor]	1%	7%	5%	1%	-2%	3%
O=C(CSc1nc2cc(Cl)ccc2s1)N1CCCc2ccccc21	i	-16%	-6%	8.9µM*	2%	0%	0%	-2%
C#CC(C)(C)NC(=O)c1sccc1Oc1ccc(F)cc1[N+](=O)[O-]	0%	-3%	15%[46 µM]	0%	3%	-4%	-1%	1%
COCCOC(=O)c1sc2nc[nH]c(=O)c2c1C	-2%	-17%	-5%[46 µM]	-7%	7%	?	0%	-7%
Cc1cc(CN2C(=O)c3ccccc3C2=O)no1	?	-1%	-4%	12%	4%	9%	3%	-8%
S=c1[nH]nc(Cc2cccc3ccccc23)o1	-4%	25%	9%	10µM*	-2%	?	-3%	-1%
Cc1cccc(Cn2c(N(C)CCO)nc3c2c(=O)[nH]c(=O)n3C)c1	0%	-1%	-3%	?	-2%	-6%	-2%	7%
COc1ccc(CCNC(=O)COC(=O)c2cc(S(=O)(=O)NCc3ccccc3)ccc2O)cc1OC	-15%	/	/	/	7%	?	-3%	4%
CN1C2CCC1CC(NC(=O)CSc1ccc(C(C)(C)C)cc1)C2 (stereo not drawn)	-4%	/	/	-9%	-8%	-2%	-2%	-1%
CN1CCC(OC(=O)COc2ccc(Cl)cc2Cl)CC1	-15%	-4%	19%[46 µM]	4%	-4%	-14%	-3%	3%

Screening data from PubChem.
